High-throughput results: PubChem, National Center for Advancing Translational Sciences (NCATS)
IL1B secr inh: inhibitors of inflammasome signaling (IL-1 beta secretion) | actives 4.7% (n = 360,000) | THP-1 LPS/ATP IL-1B secretion, AlphaLISA, 16 h; active compounds read low | activity change, % at 57.5 µM; in the data active means activity change below about -50%; inconclusive means mostly about -30% to -49%; further: on the % scale 0 is the no-effect control and ±100 the full control effect
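Secreted IL-1B measured by AlphaLISA bead assay after 16 h compound exposure of THP-1 cells; compounds (final up to 57.5 uM) added 1 h before LPS (250 ng/mL) and ATP (1.25 mM) stimulation; lower signal means less secretion.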
KB-3-1 tox: KB-3-1 parental cell cytotoxicity; Potency, µM (top dose mostly 46.1 µM), without a hit: at the top dose activity change, negative = cytotoxic, hits mostly cytotoxic; actives 1.4% (n = 400,000); AID 1347075; KB-3-1 viability, CellTiter-Glo ATP luminescence, 72 h; further: potency means the concentration at half of the fitted maximal effect; on the % scale 0 is the no-effect control and ±100 the full control effect; nearly all actives have a fitted effect of over 60% in size
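Screening of KB-3-1 cells (DMEM, 10% FBS, phenol-red free) ran from lowest to highest compound concentration; after 72 h at 37 °C viability was read luminescently and curves fitted.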
HT1080 IDH1KD tx: HT-1080 IDH1 knockdown cell toxicity (counter line). HT-1080 IDH1 knockdown viability, ATP luminescence, 48 h. Potency, µM (series often up to 46.1 µM), inactives show at the top dose activity, negative = toxicity, actives largely listed as cytotoxic. actives 2% (n = 360,000). AID 686971;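 further: potency means the concentration at half of the fitted maximal effect; 0% = DMSO wells and -100% = cell-free medium wells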
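After a 2 h attachment period, IDH1KD HT-1080 cells took pin-transferred compound for 48 h at 37 °C; ATP-based luminescence after 10 min room-temperature reagent incubation reported viability.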
SW480 rereplic: DNA re-replication induction in SW480 cells | SW480 DNA re-replication, Hoechst DNA content imaging, 48 h | AID 624297 | Potency, µM (titrated, usually from 46.1 µM), inactives show at the top dose re-replication activation, actives largely listed as activators | actives 1.8% (n = 340,000); further: potency means the concentration at half of the fitted maximal effect; % of control where 0% means no effect; nearly all actives have a fitted effect of over 55% in size
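Image-based DNA-content assay: after two days of treatment, nuclei were labelled with the DNA dye Hoechst and imaged, and hits were compounds raising the count of nuclei showing high fluorescence intensity.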
KB-V1 MDR tox: kills drug-selected multidrug resistant KB-V1 cells; KB-V1 MDR cells viability, CellTiter-Glo, 72 h; Potency, µM (highest dose often 46.1 µM), without a hit: at the top dose activity change, negative = cytotoxicity, most hits filed as cytotoxic; actives 3.4% (n = 400,000); AID 1347076; further: potency means the concentration at half of the fitted maximal effect; on the % scale 0 is the no-effect control and ±100 the full control effect; nearly all actives have a fitted effect of over 60% in size
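Following 72 h at 37 degrees C with compound, KB-V1 cell viability was read by CellTiter-Glo luminescence, medium being phenol-red-free DMEM plus 10% FBS; concentration-response parameters came from normalized, curve-fitted qHTS data.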
HT1080NT lethal: kills 2HG-producing HT-1080-NT fibrosarcoma cells. Potency, µM (top dose mostly 46.1 µM), inactives show at the top dose activity, negative = less viability, usual class: cytotoxic. HT-1080-NT fibrosarcoma viability, CellTiter-Glo ATP luminescence, 48 h. actives 1.6% (n = 360,000);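 further: NT is the 2HG producing partner of a matched IDH1 knockdown line; potency means the concentration at half of the fitted maximal effect; 0% = DMSO-treated cells and -100% = media-only wells without cells; nearly all actives have a fitted effect of over 55% in size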
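Viability by CellTiter-Glo luminescence after 48 h compound exposure at 37C of HT-1080-NT cells (750/well, RPMI, 5% FBS). % activity scaled between DMSO wells and medium-only wells, then curve-fitted and categorized by curve class.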
MCF10A rereplic: DNA re-replication induction in MCF 10a cells. MCF 10A DNA re-replication, Hoechst nuclear intensity, 48 h. Potency, µM (titrated, usually from 46.1 µM), inactives show top-dose activity, positive = re-replication, usual class: activators. actives 2.9% (n = 350,000). AID 624296; further: potency means the concentration at half of the fitted maximal effect; % of control where 0% means no effect; nearly all actives have a fitted effect of over 50% in size
WRN helicase inh: blocks human WRN helicase; Q14191; WRN helicase unwinding, fluorescent forked duplex, kinetic; Potency, µM (series often up to 114 µM), inactives show at the top dose activity change, negative = inhibition, hits mostly inhibitors; actives 0.46% (n = 360,000); AID 651768; further: potency means the concentration at half of the fitted maximal effect; on the % scale 0 is the no-effect control and ±100 the full control effect; nearly all actives have a fitted effect of over 55% in size
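Kinetic fluorescence helicase assay: unwinding of a quenched forked DNA duplex (100 nM final) with 2 mM ATP final raises red fluorescence (525/598 nm). Compounds sat 15 min at room temperature with 20 nM WRN beforehand.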
ATXN2 expr inh: inhibitors of ATXN2 expression | HEK-293 ATXN2-luciferase reporter, luminescence, 24 h | Potency, µM (titrated, usually from 57 µM), for the others: at the highest dose activity change, negative = inhibition, usual class: inhibitors | actives 0.72% (n = 360,000); further: potency means the concentration at half of the fitted maximal effect; on the % scale 0 is the no-effect control and ±100 the full control effect; nearly all actives have a fitted effect of over 55% in size
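ATXN2-luciferase reporter cells (luciferase flanked by upstream and downstream ATXN2 gene portions) were treated 24 h at 37 °C with compounds at up to 57 uM. SteadyGlo luminescence gave expression; GF-AFC fluorescence gave viability.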
An asterisk follows results filed as active; u = inconclusive; x = not tested or not shown; & = joins results of further samples; [ ] = another dose, or the depositor's remark. Unless noted, the call rests on the fitted dose curve; in most records, active means well fitted curve in the direction sought with a large enough effect; inconclusive means small, poorly fitted or top-dose-only effect, or another doubt; inactive means no such curve, though single readings can be large; an effect the other way counts as inactive or inconclusive.

SMILES	IL1B secr inh	KB-3-1 tox	HT1080 IDH1KD tx	SW480 rereplic	KB-V1 MDR tox	HT1080NT lethal	MCF10A rereplic	WRN helicase inh	ATXN2 expr inh
CCn1c(SCC(=O)N2CCCC(C)C2)nnc1-c1ccc(S(=O)(=O)N2CCN(C)CC2)cc1 (centres undefined)	17	-2%	1%	-6%	13%	-2%	-180%[0.0737 µM]	12%	8%
N#C/C(=C/c1ccc(N2CCCCC2)o1)c1cccc(F)c1	-28	-11%	4µM*	8.2µM*	-29%	u	7.3µM*	-18%	109%[activator]
COC(=O)c1[nH]c(C)c(/C(O)=C2\C(=O)C(=O)N(CCCN3CCOCC3)C2c2ccccn2)c1C (centres undefined)	19	12%	12%	-8%	6%	15%	20%	-5%	4%
Cc1cc(NC2CCCCC2)nc(N2CCOCC2)n1	-20	0%	-4%	6%	-17%	-2%	21%	-21%	4%
Nc1cc(S(=O)(=O)O)cc2ccc(S(=O)(=O)O)cc12	11	4%	-2%	-3%	17%	11%	-13%	-15%	-3%
CC(=O)Nc1cccc(NC(=O)c2cccc(S(=O)(=O)N3CCN(Cc4ccccc4)CC3)c2)c1	-8	-1%	0%	-1%	4%	-1%	14%	1%	3%
CC(=O)Nc1ccc(S(=O)(=O)N2CCCC(C(=O)N3CCN(c4ccccc4)CC3)C2)cc1 (centres undefined)	0	-18%	-1%	-7%	1%	-5%	-2%	-24%	-10%
Cc1ccccc1C(=O)Nc1ccc(C(=O)N/N=C/c2ccncc2)cc1	12	-1%	-6%	0%	-3%	-12%	1%	-1%	u
CC(=O)c1c(C)[nH]c(C(=O)COC(=O)Cc2ccccc2F)c1C	17	16%	9%	-2%	2%	8%	6%	-7%	41%[activator]
O=C(Nc1ccccc1)C(Cc1ccccc1)c1ccccc1 (centres undefined)	-8	3%	0%	-2%	u	3%	3%	0%	-11%
CC(C)(C)NC(=O)CN1C(=O)/C(=C/c2ccccc2)SC1=S	-17	-4%	3%	8%	-8%	8%	-6%	3%	0%
COc1ccc(NC(=O)N2c3ccccc3CC2C)cc1OC (centres undefined)	0	23%	0%	-1%	u	0%	-1%	-9%	x
O=C1CCCCC1C(Nc1ccc(Br)cc1)c1ccccc1 (centres undefined)	-72*	-1%	u	-8%	21%	-13%	u	-29%	-12%
Cc1nn(-c2ccccn2)c(N)c1N=O	7	2%	1%	-4%	0%	7%	11%	-1%	3%
O=C(Nc1ccc2[nH]ccc2c1)c1cccs1	u	-9%	11%	-16%	-23%	9%	6%	3%	50%[activator]
Cc1c(C(=O)N(Cc2ccc(Cl)cc2)C2CCS(=O)(=O)C2)oc2ccccc12 (centres undefined)	-59*	u	-24%	-9%	8.2µM*	u	1%	-7%	-4%
CCCS(=O)(=O)c1nc(S(=O)(=O)c2ccc(Cl)cc2)c(N2CCC(O)CC2)s1	-22	10%	-5%	-4%	-26%	2%	-2%	3%	1%
Cc1cccc(OCCn2c(CCCO)nc3ccccc32)c1	-19	7%	-22%	-1%	0%	-4%	2%	4%	-22%
Cn1c(SCC(=O)Nc2ccccc2Oc2ccccc2)nnc1C1CC1	-5	25%	0%	-4%	-3%	-15%[9.24 µM]	1%	0%	-9%
COc1ccc(NC(=S)Nc2cccc(Cl)c2)cc1OC	-11	3%	7%	-17%	-5%	-1%	1%	-7%	10%[11.3 µM]
CCc1nc2ccc(C(=O)NCCN3CCNC3=O)cn2c1N(C)Cc1ccc(OC)cc1	-2	0%	-4%	x	-2%	-1%	x	5%	-5%
CCOc1ccc(C(=O)CCC(=O)NNC(=O)c2ccccc2O)cc1	43	-1%	-22%	-82%	-2%	-15%	-18%	-31%	-2%
COC(=O)c1cc(OC)c(OC)cc1NC(=O)CCC1CCCC1	-16	-5%	-7%	-4%[9.22 µM]	u	-2%	-23%	2%	-5%
CCOC(=O)N1CCC(NC(=O)c2csc3c2CCCC3)CC1	25	11%	12%	-12%	1%	-3%	1%	-9%	-27%
CCN(CC)C(=O)C1CCCc2c1[nH]c1ccc(Cl)cc21 (centres undefined)	-1	6.5µM*	-23%	-8%	-22%	-21%	-7%	-2%	14%
SMILES	IL1B secr inh	KB-3-1 tox	HT1080 IDH1KD tx	SW480 rereplic	KB-V1 MDR tox	HT1080NT lethal	MCF10A rereplic	WRN helicase inh	ATXN2 expr inh
S=c1[nH]nc(-c2ccc3c(c2)OCO3)n1-c1ccccc1	0	25%	-3%	3%	-23%	0%	-35%[inhibitor]	9%	2%
O=c1[nH]c(-c2ccccn2)nc2ccccc12	23	u	u	u	-64%	u	u	-11%	u
CCc1ccc(CCC(=O)Nc2ccc(C(=O)O)cc2)o1	0	1%	3%	5%	23%	10%	0%	-8%[57.1 µM]	3%
COc1ccccc1OCC(=O)Nc1ccc(S(=O)(=O)N2CCOCC2)cc1	-4	-2%	-17%	u	0%	0%	u	-13%	6%
O=C(C1CCCO1)N1CCN(c2ncccn2)CC1 (centres undefined)	15	9%	16%	-10%	0%	2%	-10%	-1%	4%
CC1(C(=O)Nc2ccc(Cl)cc2)Cc2c(-c3cccc(C(N)=O)c3)ccnc2O1 (centres undefined)	0	u	4.6µM*	x	u	u	x	-1%	-35%
COc1ccc(NC(=O)c2cccc(Oc3ccc([N+](=O)[O-])cc3Cl)c2)cc1	39	u	u	u	u	u	6.5µM*	0%	-30%
Cc1ccc(-n2c(=O)cc(N3CC(C)OC(C)C3)[nH]c2=O)cc1 (centres undefined)	-1	18%	15%	-11%	23%	1%	3%	0%	14%
CCOc1ccc(NC(=O)CCCOc2cc(=O)n(C)c3ccccc23)cc1	14	-20%&0%	10%	-3%	u	4%	2%	-11%	3%&42%
COCCn1c(SC(C)C(=O)Nc2ccc3c(c2)OCCO3)nc2ccccc2c1=O (centres undefined)	-28	-1%	-5%	-16%	-7%	-7%	0%	4%	-8%
CC(C)=CC(=O)NCc1c(Cl)cccc1-n1cccc1	-1	-13%	-10%	-6%	3%	1%[9.24 µM]	-6%	-2%	3%
Cc1cc(C)c(C#N)c(SCC(=O)Nc2ccccc2C(N)=O)n1	-15	u	-8%	23%	u	1%	9%	-5%	-8%
O=C(Nc1nc2ccsc2c(=O)s1)c1ccc(Cl)cc1	33	0%	4%	-10%	14%	5%	-3%	0%	44%[activator]
c1ccc2c(-c3ccc(OCCN4CCCCC4)cc3)c(-c3ccsc3)sc2c1	-4	u	-3%	u	-11%	-2%	u	13%	u
COc1ccccc1C(=O)OCC(=O)NC1CCCC1	25	-3%	25%	8%	3%	u	2%	-1%	1%
O=C1NC(=NCc2ccccc2)S/C1=C\c1ccccc1	-27	-2%	-1%	-6%	u	14%	4%	-1%	4%
CC1(C(=O)Nc2cccc3c2CCCC3)CCN1C(=O)c1cccc(F)c1 (centres undefined)	-15	0%	-13%	x	4%	-2%	x	-1%	-11%
CN(C(=S)NC(=O)Cc1ccccc1)c1ccccc1	-60*	5%	18µM*	-2%	-15%	u	0%	-6%	-11%
Cc1ccccc1OCC(=O)N/N=C/c1ccncc1	21	9%	14%	-8%	-2%	12%	2%	5%	0%
O=S(=O)(Nc1ncccn1)c1ccc(NC(=S)NCc2ccco2)cc1	14	15%	10%	14%	9%	4%	-35%[inhibitor]	-8%	3%
COc1ccccc1NC(=O)CSc1nc2ncccc2[nH]1	7	-8%	-11%	-2%	-20%	6%	5%	1%	4%
O=C(NC1CCCCC1)C(c1cccnc1)N(C(=O)CCl)c1ccc(F)cc1 (centres undefined)	-103*	-4%	10µM*	2.1µM*	16µM*	13µM*	18µM*	-12%	4µM*
O=C(CC[C@H]1O[C@@H](n2ccc(=O)[nH]c2=O)[C@H](O)[C@@H]1O)NCCc1c[nH]c2ccccc12	-4	0%	18%	x	14%	25%	x	-6%	3%
Cc1cccc(NC(=S)NC2CC3CCC(C2)N3Cc2ccco2)c1C (centres undefined)	1	-5%	-27%	1%	3%	0%	-2%	-2%	3%
O=[N+]([O-])c1cccnc1Sc1ccc(F)cc1	-12	-6%	-6%	u	19%	15%	u	-10%	-13%
SMILES	IL1B secr inh	KB-3-1 tox	HT1080 IDH1KD tx	SW480 rereplic	KB-V1 MDR tox	HT1080NT lethal	MCF10A rereplic	WRN helicase inh	ATXN2 expr inh
CCOC(=O)[C@H]1[C@H]2COc3ccccc3[C@@H]2N2C(=O)c3ccccc3NC(=O)[C@@]12C	1	7%	9%	-16%	-23%	4%	0%	-2%	2%
O=C(COc1ccccc1C(=O)c1cnn(-c2ccccc2)c1)Nc1ccc2ccccc2c1	-15	-8%	-6%	u	-14%	-14%	u	-6%	36%[activator]
CC(=O)Nc1sc(C)c(C)c1C(=O)OCC(=O)N(Cc1ccccc1)C(C)C	21	-7%	3%	21%	-25%	1%	4%	7%	-8%
COc1ccc2nc(SCC(=O)Nc3c(C)cc(C)cc3C)[nH]c2c1	15	0%	-10%	u	-11%	-4%	-1%	0%	-10%
O=C(NNC(=S)NCc1ccco1)C(c1ccccc1)c1ccccc1	-14	-12%	-9%	-6%	-30%	-6%	-33%[inhibitor]	2%	12%
COc1cccc(S(=O)(=O)Nc2ccc(C(=O)N3CCOCC3)cc2)c1	0	-5%	-16%	-6%	u	8%	-5%	3%	-3%
CC(=O)Nc1cccc(NC(=O)c2ccccc2OCc2ccccc2)c1	u	22%	-13%	5%	-6%	-6%	4%	-14%	21%

Compounds as they come; overall some 12% were active at least once.
